Screens from PubChem.
PLK1 PBD inh – inhibitors of human Plk1 polo box domain binding; AID 693; Plk1 PBD phosphopeptide binding, fluorescence polarization; P53350; inhibition, %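 (tested at about 20 µM)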; 0.13% of 97,000 active; in the data active = inhibition above about 34%, passing the limit was not always enough
CD11b adhes enh – CD11b/CD18-fibrinogen binding enhancement. P05107+P11215. K562 CD11b/CD18 adhesion to fibrinogen, ATPlite luminescence. activation, % at 10 µM. 0.07% of 93,000 active. AID 1499;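 active = 10 µM primary screen giving 50% or more activity, confirmed by 40% or more on retest at that dose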; note: strong numbers were not always called active
FAK blocker – FAK (human) kinase inhibition; Q05397; biochemical FAK kinase activity assay; inhibition, %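 (tested at 7 µM)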; 0.84% of 97,000 active; in the data active = inhibition above about 19%;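 note: 0% = DMSO and 100% = reference compound high control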
ERb coact inh – blocks coactivator binding to human estrogen receptor beta; Q92731; TR-FRET ER-beta LBD / SRC1-Cy5 peptide binding; receptor agonist-loaded with 1 µM estradiol; inhibition, % at 25.6 µM; 1.3% of 86,000 active; AID 633;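 active = compounds whose percent inhibition of the receptor-coactivator binding signal exceeds about 50% in the single-dose screen, limit read from the data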;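 note: 0% = receptor plus peptide wells without compound and 100% = peptide-only wells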
Target sequence (Q92731 whole entry, looked up, the tested form may be a part): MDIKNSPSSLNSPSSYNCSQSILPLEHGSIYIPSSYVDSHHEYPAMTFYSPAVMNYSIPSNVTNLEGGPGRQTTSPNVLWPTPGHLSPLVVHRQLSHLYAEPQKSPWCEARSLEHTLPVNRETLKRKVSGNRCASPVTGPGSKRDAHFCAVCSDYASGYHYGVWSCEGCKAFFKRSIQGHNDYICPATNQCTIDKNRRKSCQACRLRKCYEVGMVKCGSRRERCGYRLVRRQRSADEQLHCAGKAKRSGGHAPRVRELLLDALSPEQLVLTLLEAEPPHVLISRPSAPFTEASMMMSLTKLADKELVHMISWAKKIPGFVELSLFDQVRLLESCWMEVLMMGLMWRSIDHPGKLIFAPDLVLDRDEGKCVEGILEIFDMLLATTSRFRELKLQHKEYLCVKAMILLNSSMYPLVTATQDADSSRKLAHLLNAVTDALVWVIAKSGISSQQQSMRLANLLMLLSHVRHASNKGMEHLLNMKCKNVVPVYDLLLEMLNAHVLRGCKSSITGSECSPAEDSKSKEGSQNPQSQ
PLK1 kinase inh – blocks human PLK1 kinase activity; P53350; recombinant PLK1 kinase, TR-FRET peptide phosphorylation; inhibition, % at 10 µM; 0.53% of 97,000 active; AID 619;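 active = inhibition of 50% or more in the single-concentration screen; inactive = inhibition below 50%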;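 note: 0% = DMSO max control and 100% = H-89 dihydrochloride min control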
ERa SRC1 pot – enhances coactivator binding to human estrogen receptor alpha | coactivator binding (% of control), % at 25.6 µM | 1.3% of 86,000 active | P03372 | TR-FRET ERalpha-LBD/SRC-Cy5 coactivator binding, 2 h; 100 = basal binding, no effect; in the data active = activity above about 200%;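 note: binding measured in presence of low estradiol as agonist stimulus; 0% = peptide alone without receptor and 100% = receptor with peptide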
ERa coact inh – ER-alpha (human) coactivator binding inhibition | P03372 | TR-FRET ER-alpha LBD / SRC-1 peptide, estradiol-bound | inhibition, % at 25.6 µM | 1.7% of 86,000 active | AID 629; in the data active = inhibition above about 50%;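 note: 0% = receptor plus peptide control and 100% = peptide only without receptor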
Mac1 fbg inh – blocks human CD11b/CD18 adhesion to fibrinogen; inhibition, % at 10 µM; K562 CD11b/CD18 adhesion to fibrinogen, ATPlite luminescence; Mn2+ added to activate the integrin; AID 1497; 0.54% of 93,000 active;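 active = primary inhibition of 50% or more at 10 µM, then 40% or more on retest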; note: some results filed as inactive read as strong as hits
HIV Rev-RRE inh – inhibitors of HIV-1 Rev-RRE RNA interaction; P05866; Rev peptide-RRE RNA binding, FRET; AID 704; inhibition, % at 8 µM; 0.79% of 97,000 active;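 active = inhibition above the screen-wide mean plus 3 SD, cut at about 35% in these data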;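 note: 0% = median DMSO wells and 100% = median Neomycin B control wells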
Target sequence (P05866 whole entry, looked up): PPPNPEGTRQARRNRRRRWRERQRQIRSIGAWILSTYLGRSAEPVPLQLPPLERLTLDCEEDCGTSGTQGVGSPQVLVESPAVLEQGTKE
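Test system – labelled RRE RNA duplex and labelled Rev peptide · Signal – fluorescein-to-Cy5 FRET, 480 nm excitation · Evaluation – % inhibition of FRET ratio versus controls · Benchmarks – DMSO low control, neomycin B high control · Incubation – 5 min RNA-compound premix plus 15 min binding step, 25 °C · Medium – HEPES pH 7.5 salt buffer with EDTA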
* hit, by the source's call; . = no result given; [ ] = another dose, or the depositor's remark.

SMILES | PLK1 PBD inh | CD11b adhes enh | FAK blocker | ERb coact inh | PLK1 kinase inh | ERa SRC1 pot | ERa coact inh | Mac1 fbg inh | HIV Rev-RRE inh
CCCN(CCC(=O)Nc1cc(OC)cc(OC)c1)CC1CC1 | -16 | -5 | 9 | 7[fluorescence artefact?] | -10 | 105 | 1 | -16 | 5
CCCC(=O)N1CCc2[nH]c3ccccc3c2C1 | 8 | 0 | 1 | -5 | -4 | 129[fluorescence artefact?] | -5 | -7 | 6
O=C(CCSc1nc(-c2ccco2)cc(C(F)(F)F)n1)N1CCN(c2ccccn2)CC1 | 2 | 0 | -1 | 3 | -6 | 90 | -4 | 1 | 3
CCOC(=O)C(CC)n1cnc2c(nnn2-c2ccc(OC)cc2)c1=O (stereo not drawn) | 14 | -5 | -2 | -6 | 1 | 118 | -11 | -3 | 1
CC(C)(/C=N/O)/[N+]([O-])=C/C=[N+](\[O-])C(C)(C)/C=N/O | -8 | 0 | 3 | -7 | -14 | 112 | -3 | -19 | 6
COc1ccc(-n2nnnc2SCC(=O)c2ccc(O)c(O)c2)cc1 | 6 | 0 | -3 | 46 | 2 | 69 | 27 | 18 | 1
O=c1[nH]c2ccc(Cl)cc2c(-c2ccccc2)c1N1CCN(CCO)CC1 | -25 | 3 | -3 | -3[fluorescence artefact?] | -8 | 77 | 11 | 8 | 2
CCSc1nnc(NC(=O)Cc2ccc(OC)cc2)s1 | -13 | . | -7 | 30 | -3 | 74[fluorescence artefact?] | 13 | . | -2
O=C(NCc1ccco1)NC12CC3CC(CC(C3)C1)C2 | 14 | 1 | -1 | 4 | -12 | 100 | 0 | -1 | 3
CCCCOC(=O)c1ccc(NC(=O)CSC2=Nc3ccccc3C3CC=NN23)cc1 (stereo not drawn) | -18 | -2 | 1 | . | -11 | . | . | 5 | 9
CCC(c1nnnn1C1CCCC1)N(Cc1cccs1)Cc1cc2cccc(C)c2[nH]c1=O (stereo not drawn) | -3 | 4 | 1 | 7 | -2 | 85 | 6 | -15 | -3
CCOC(=O)c1cc2occc2n1CC(=O)N1CCOCC1 | . | 0 | . | -4 | . | 106 | -2 | 18 | .
Clc1ccc(CSc2cc3c(nn2)-c2ccccc2CC3)cc1Cl | -2 | -2 | 1 | . | -14 | . | . | -1 | 8
CC(C)n1c(SCc2ccccc2F)nc2c1c(=O)n(C)c(=O)n2C | -19 | -3 | -3 | -3 | 78* | 89 | 4 | 0 | 5
CN1CCN(C(=O)c2ccccc2-c2ccccc2C(=O)O)CC1 | -15 | -2 | -7 | 7 | 2 | 104 | 1 | 20 | 5
Cc1c(C(=O)NC(=S)Nc2ccc3c4c(cccc24)CC3)cccc1[N+](=O)[O-] | -7 | -4 | -2 | . | -7 | . | . | 5 | 4
Cc1ccnn1CC(=O)N/N=C/c1ccco1 | -7 | . | 0 | -8 | -9 | 114 | -12 | . | 10
CCOC(=O)C(C)Sc1nc(-c2ccco2)cc(C(F)(F)F)c1C#N (stereo not drawn) | -9 | -4 | 0 | 8 | -17 | 65 | 9 | 0 | 15
O=C(COC(=O)[C@H](Cc1ccccc1)NS(=O)(=O)c1ccccc1F)NC1CCCCC1 | 14 | -5 | 0 | . | -4 | . | . | 6 | 5
CCCc1cc(C(=O)NCc2ccccc2)no1 | . | -2 | . | -7[fluorescence artefact?] | . | 111[fluorescence artefact?] | -6 | -6 | .
Cn1nnnc1NCc1c(F)cccc1Cl | 14 | 1 | -1 | 10 | -14 | 102 | 5 | 0 | 4
CCOC(=O)Cc1cc(=O)n2[nH]c(-c3ccc(C)cc3)cc2n1 | -19 | -2 | 5 | 56* | -4 | 82[fluorescence artefact?] | 73* | 4 | 14
CCOc1ccc(S(=O)(=O)Nc2cc(Cl)ccc2O)cc1 | 12 | . | 4 | 9 | -6 | 89[fluorescence artefact?] | -2 | . | 1
O=c1[nH]c(-c2ccncc2)nc2ccccc12 | -31 | -4 | -9 | 4 | 0 | 61 | 4 | -10 | 5
CCCCOc1ccc(NC2=NC3(CCCC3)N=C(N)N2)cc1 | 6 | -1 | 1 | -6 | -8 | 112 | 11 | 3 | -21
CSc1nnc2c(n1)OC(c1cn(C)c3ccccc13)N(C(C)=O)c1ccccc1-2 (stereo not drawn) | -17 | 0 | -6 | 34 | 0 | 120 | -2 | -21 | -4
COC(=O)CSc1cc(C(=O)c2nccn2C)c2ccccc2n1 | -19 | -4 | 2 | -1 | -14 | 98 | 1 | -6 | 7
Fc1ccc(-c2ccnc3nc(N4CCN(c5ccccc5)CC4)nn23)cc1 | 36 | . | -9 | . | -6 | . | . | . | -2
N#CC1=C(N)Oc2n[nH]c(-c3cccs3)c2C1C1CCCCC1 (stereo not drawn) | 19 | -2 | 2 | 7 | 1 | 37 | 18 | 3 | 15
Cc1ccccc1-c1nn[nH]n1 | -2 | -3 | 0 | -2 | 0 | 113 | 1 | -5 | -1
CC(C)CC(NC(=O)C1CCCCC1)C(=O)NCc1ccccn1 (stereo not drawn) | . | 13 | . | -3 | . | 108 | -7 | -9 | .
CCN(CCCn1c(=S)[nH]c2ncccc2c1=O)c1ccccc1 | -3 | -1 | -3 | -4 | -5 | 107[fluorescence artefact?] | -4 | 7 | 2
Cc1onc(-c2ccccc2Cl)c1C(=O)Nc1sc2c(c1C(N)=O)CCC(C)C2 (stereo not drawn) | -4 | . | 1 | -5 | -11 | 128 | -34 | . | 13
COC(=O)c1ccccc1NC(=S)NC(NC(=O)c1ccccc1[N+](=O)[O-])C(Cl)(Cl)Cl (stereo not drawn) | -6 | . | -4 | . | -9 | . | . | . | -3
Cn1c(=NC(=O)c2cnccn2)sc2ccccc21 | 32 | -4 | 1 | 41 | -9 | 47 | 57*[fluorescence artefact?] | 9 | 5
Cc1c(Nc2cc(N3CCCCCC3)c3nonc3c2[N+](=O)[O-])c(=O)n(-c2ccccc2)n1C | -17 | 4 | 4 | . | 1 | . | . | 1 | 0
COc1cccc2c1OC1(C)CC2NC(=O)N1c1cccc(C(=O)Nc2ccc3c(c2)OCCO3)c1 (stereo not drawn) | -15 | -3 | 2 | 12 | -19 | 102 | 0[fluorescence artefact?] | 2 | 6
COc1ccc(CN/C=C2\CCCCC2=O)cc1 | 9 | 0 | 1 | 4[fluorescence artefact?] | -5 | 131 | -7[fluorescence artefact?] | 3 | 0
CC(=O)N1C(C(=O)O)CSC1c1cccc(C)c1 (stereo not drawn) | 0 | 5 | -3 | 1 | -36 | 107 | -9 | -10 | 3
Cc1ccc(OCC(=O)Nc2ccc(S(=O)(=O)Nc3onc(C)c3C)cc2)cc1 | -10 | . | -2 | -17 | -13 | 140 | -37 | . | -2

A draw from above in order of count of non-hydrogen atoms, falling.
SMILES | PLK1 PBD inh | CD11b adhes enh | FAK blocker | ERb coact inh | PLK1 kinase inh | ERa SRC1 pot | ERa coact inh | Mac1 fbg inh | HIV Rev-RRE inh
CC(C)CC(NC(=O)C1CCCCC1)C(=O)NCc1ccccn1 (stereo not drawn) | . | 13 | . | -3 | . | 108 | -7 | -9 | .
O=c1[nH]c(-c2ccncc2)nc2ccccc12 | -31 | -4 | -9 | 4 | 0 | 61 | 4 | -10 | 5
Cn1nnnc1NCc1c(F)cccc1Cl | 14 | 1 | -1 | 10 | -14 | 102 | 5 | 0 | 4

Next compounds:
SMILES | PLK1 PBD inh | CD11b adhes enh | FAK blocker | ERb coact inh | PLK1 kinase inh | ERa SRC1 pot | ERa coact inh | Mac1 fbg inh | HIV Rev-RRE inh
CCC(=O)Nc1ccc(NC(=O)c2ccco2)c(OC)c1 | 5 | 4 | -1 | -6 | -13 | 99 | -1 | -16 | 2
O=C(NCCSc1c[nH]c2ccccc12)C1CC1 | -7 | 0 | 3 | 6 | 0 | 111 | -17 | -8 | 1
Cc1ccc(Cl)cc1Nc1nc(-c2sc(NC(=O)c3ccccc3)nc2C)cs1 | -12 | . | 4 | . | -14 | . | . | . | 0
COc1ccc2cc(C(=O)NCC(=O)O)sc(=O)c2c1OC | 2 | . | 1 | -10 | 2 | 96 | 6 | . | 6
Cc1[nH]c(=O)[nH]c(=O)c1CSc1nnc(CCCCCNC(=O)OC(C)(C)C)o1 | -18 | 0 | 0 | -10 | -6 | 105 | 2 | -4 | 3
CC(=O)Nc1ccc(S(=O)(=O)NNC(=O)c2ccc(C)cc2)cc1 | 3 | -3 | -1 | . | -11 | . | . | -24 | 7
O=C(CN1C(=O)CSC1=O)Nc1ccc2c(c1)OCCO2 | -13 | 0 | -4 | -4 | -8 | 106 | 2[fluorescence artefact?] | -12 | -1
Clc1cccc(Cl)c1COc1ccncc1 | 1 | . | 11 | -12 | -8 | 120 | -7 | . | 9
COCCN(C(=O)CCCC(=O)Nc1ccccn1)C(C(=O)NC1CCCCC1)c1ccc(C)cc1 (stereo not drawn) | -19 | -5 | 9 | 8 | 2 | 95[fluorescence artefact?] | -1[fluorescence artefact?] | 2 | 4
Cn1c(=O)cc(SCC(=O)NCCCN2CCN(c3ccc(F)cc3)CC2)c2ccccc21 | -20 | -6 | -10 | -13 | 0 | 98 | 5 | 6 | 1
COc1ccccc1OCC(=O)c1[nH]c(C)c(C(C)=O)c1C | 0 | . | 11 | 74*[fluorescence artefact?] | -3 | 42[fluorescence artefact?] | 69*[fluorescence artefact?] | . | 6
Cc1ccc(N(C(C)C(=O)Nc2ccc(S(=O)(=O)N3CCOCC3)cc2)S(C)(=O)=O)cc1 (stereo not drawn) | 18 | 2 | 0 | -5 | -5 | 107 | -4 | -4 | 9
CCc1ccc(-c2nc(CSCC(=O)NCCCN3CCCC3=O)c(C)o2)cc1 | -23 | . | -1 | . | -5 | . | . | . | 1
c1ccc2c(CN3CCOCC3)c3ccccc3c(CN3CCOCC3)c2c1 | 10 | . | 9 | . | -8 | . | . | . | 8
O=C(Cn1cc(C(=O)c2ccco2)c2ccccc21)NCc1ccco1 | 2 | . | 1 | -4 | -12 | 81 | -2 | . | 1
O=C1/C(=C/Nc2ccc3c(c2)OCO3)CCc2ccccc21 | 1 | -8 | 1 | 11[fluorescence artefact?] | 2 | 93[fluorescence artefact?] | 9[fluorescence artefact?] | 87 | 46*
CCCCCC(=O)Nc1ccc(N2CCN(C(=O)c3ccccc3)CC2)cc1 | -5 | -1 | -1 | -9[fluorescence artefact?] | 2 | 107 | -35 | 5 | 0
Cn1c(SCc2ccon2)nc2ccccc2c1=O | 12 | -3 | 23* | -1 | -3 | 113 | 7 | -2 | 5
C=CCn1c(=O)n(CCC#N)c(=O)n(CCC#N)c1=O | -18 | -5 | 1 | -11 | -5 | 118 | -1 | -3 | 7
O=C(CN1CCN(c2ccccc2)CC1)N1N=CCC1c1ccccc1 (stereo not drawn) | -27 | . | 6 | . | -11 | . | . | . | 7
COCC(C)n1c(C)cc(C(=O)CSc2nnc(N)s2)c1C (stereo not drawn) | -14 | 0 | -1 | -12 | -4 | 93 | -5 | 4 | 19
COC(=O)C1=CN(Cc2cccs2)C=C(C(=O)OC)C1c1cccc(OC)c1OC | -28 | -3 | 5 | . | -7 | . | . | -9 | 1
O=C(NCCCN1CCOCC1)C1COc2ccccc2O1 (stereo not drawn) | 33 | 0 | 0 | -11 | -15 | 101 | -7 | -4 | 7
Cc1nnc(SCc2cnc(-c3ccc(C(C)C)cc3)s2)n1C | -8 | -6 | -1 | 0 | -3 | 123 | 4 | 70* | 0

3 of the entries above in order of their number in CD11b adhes enh, falling:
SMILES | PLK1 PBD inh | CD11b adhes enh | FAK blocker | ERb coact inh | PLK1 kinase inh | ERa SRC1 pot | ERa coact inh | Mac1 fbg inh | HIV Rev-RRE inh
O=C(NCCCN1CCOCC1)C1COc2ccccc2O1 (stereo not drawn) | 33 | 0 | 0 | -11 | -15 | 101 | -7 | -4 | 7
COC(=O)C1=CN(Cc2cccs2)C=C(C(=O)OC)C1c1cccc(OC)c1OC | -28 | -3 | 5 | . | -7 | . | . | -9 | 1
Cc1nnc(SCc2cnc(-c3ccc(C(C)C)cc3)s2)n1C | -8 | -6 | -1 | 0 | -3 | 123 | 4 | 70* | 0
